# EPAC1 ag = agonists of human EPAC1. O95398. EPAC1 agonist qHTS, biochemical assay; response scale: 100% = response to 6.5 mM cAMP. Potency, µM (doses to about 154 µM), for inactives: top-dose activation, usual class: activators. 0.073% of 360,000 active; further: nearly all actives have a fitted effect of over 60% in size
#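 Nucleotide exchange by EPAC1 (100 nM) on Rap1B–BODIPY-GDP (250 nM) in the presence of 50 uM GDP is tracked fluorescently at 480/540 nm over 30 min. Signals are normalized to a 6.5 mM cAMP control.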
# TDP-43 yeast inh = TDP-43 toxicity inhibition in yeast; 1.8% of 410,000 active; Potency, µM (top dose mostly 46.1 µM), without a hit: at the highest dose growth rescue (activation), hits mostly activators; TDP-43 expressing yeast growth rescue, BacTiter-Glo, 24 h; further: % of control where 0% means no effect; nearly all actives have a fitted effect of over 50% in size
#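 Growth rescue of TDP-43-toxic yeast measured as ATP luminescence (BacTiter-Glo). Cells grown to mid-log in raffinose, induced in galactose at OD600=0.02, exposed to compound 24 hr at 30 deg C.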
# EPAC2 ag = activates human EPAC2 exchange factor; 0.079% of 360,000 active; Q8WZA2; Potency, µM (highest dose often 154 µM), for the others: at the highest dose activation, usual class: activators; AID 720711; EPAC2 activation, biochemical qHTS; response scale: 100% = 6.5 mM cAMP response; further: nearly all actives have a fitted effect of over 50% in size
#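 Compounds were added across a concentration range to EPAC2 (100 nM), RAP1B-BODIPY-GDP (250 nM) and GDP (50 uM). After 5 min at room temperature, fluorescence was recorded at 5-min intervals for 30 min.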
# FUS yeast rescue = suppressors of FUS proteinopathy in yeast; S. cerevisiae FUS-expressing, growth rescue, OD600, 24 h; Potency, µM (titrated, usually from 76.6 µM), inactives show at the highest dose growth rescue (activation), actives largely listed as activators; 0.24% of 390,000 active; AID 1347120;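 further: plate controls were DMSO vehicle for no effect and reference control for full effect; nearly all actives have a fitted effect of over 55% in size; some results filed as inactive show a strong effect at the top dose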
#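 Yeast expressing FUS under galactose induction, OD 0.005 in 2% galactose medium; compounds in a dilution series, 24 h at 30C. Growth rescue by absorbance at 600 nm; CP55940 positive control, DMSO negative.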
# EPAC1 antag = antagonists of human EPAC1 | O95398 | EPAC1 GEF assay, Rap1b-BODIPY-GDP exchange fluorescence | Potency, µM (series often up to 115 µM), for the others: at the highest dose activity change, negative = inhibition, actives largely listed as inhibitors | 0.14% of 360,000 active | AID 720709;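 further: plate controls were vehicle for no effect and positive control for full effect; nearly all actives have a fitted effect of over 50% in size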
# PTHR1 ag = agonists of human PTHR1 parathyroid hormone receptor | Q03431 | HEK293 GP2 PTHR1 cells, GloSensor cAMP luminescence, 1 h | Potency, µM (series often up to 115 µM), without a hit: at the highest dose activation, most hits filed as activators | 0.075% of 410,000 active | AID 743266; further: nearly all actives have a fitted effect of over 55% in size; some results filed as inactive show a strong effect at the top dose; inactives centre near -15; many of its hits are not listed in these tables
# Target sequence (Q03431 whole entry, looked up): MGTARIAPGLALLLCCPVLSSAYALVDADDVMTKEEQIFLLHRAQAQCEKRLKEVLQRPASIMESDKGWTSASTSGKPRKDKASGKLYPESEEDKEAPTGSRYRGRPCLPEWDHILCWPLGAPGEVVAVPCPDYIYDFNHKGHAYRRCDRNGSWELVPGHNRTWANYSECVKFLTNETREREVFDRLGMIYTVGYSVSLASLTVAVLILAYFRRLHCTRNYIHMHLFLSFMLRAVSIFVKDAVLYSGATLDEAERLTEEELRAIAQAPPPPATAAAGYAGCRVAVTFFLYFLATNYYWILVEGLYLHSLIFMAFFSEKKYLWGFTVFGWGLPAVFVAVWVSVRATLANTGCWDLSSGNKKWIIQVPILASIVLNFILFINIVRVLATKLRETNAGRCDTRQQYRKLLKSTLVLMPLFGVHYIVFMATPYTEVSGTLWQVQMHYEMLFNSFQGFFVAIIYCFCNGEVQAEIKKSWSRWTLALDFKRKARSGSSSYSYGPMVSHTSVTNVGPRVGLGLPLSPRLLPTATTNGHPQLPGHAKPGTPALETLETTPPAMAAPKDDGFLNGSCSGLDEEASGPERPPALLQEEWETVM
#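 HEK-293-derived GP2 cells expressing PTHR1 and a GloSensor cAMP reporter, 3,000/well, plated overnight, given luciferin plus IBMX (each 0.5 mM as added) for 1 h at 37 °C, then compound for 1 h at 37 °C. Luminescence was read after 15 min at room temperature.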
# EPAC2 antagonist = EPAC2 (human) antagonism. AID 720708. Potency, µM (series often up to 114 µM), for the others: at the top dose activity, negative = inhibition, hits mostly inhibitors. 0.18% of 360,000 active. EPAC2 GEF exchange of Rap1B-BODIPY-GDP, fluorescence; further: on the % scale 0 is the no-effect control and ±100 the full control effect; nearly all actives have a fitted effect of over 45% in size; many of its hits are not listed in these tables
# aSyn rescue = inhibitors of alpha-synuclein toxicity in yeast; 0.14% of 370,000 active; Yeast expressing alpha-synuclein, growth rescue, BacTiter-Glo, 24 h; AID 652106; Potency, µM (top dose mostly 46.1 µM), without a hit: top-dose growth rescue (activation), usual class: activators; further: % of control where 0% means no effect; nearly all actives have a fitted effect of over 65% in size
#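 Rescue of yeast growth: cells expressing toxic alpha-synuclein, induced in galactose at OD600 0.02, incubated with compound 24 h at 30 C. ATP luminescence quantified growth; inhibitors of toxicity appear as activators.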
# * hit, by the source's call; i = inactive; ? = inconclusive; / = not tested or not shown; & = joins results of further samples; [ ] = remark or other dose. The call rests on the fitted dose curve; in most records, active means well fitted curve in the direction sought with a large enough effect; inconclusive means small, poorly fitted or top-dose-only effect, or another doubt; inactive means no such curve, though single readings can be large; an effect the other way counts as inactive or inconclusive. Potency means the concentration at half of the fitted maximal effect. A portion of the library; rates above refer to the full screens.
SMILES,EPAC1 ag,TDP-43 yeast inh,EPAC2 ag,FUS yeast rescue,EPAC1 antag,PTHR1 ag,EPAC2 antagonist,aSyn rescue
COc1ccccc1NC(=O)CCNS(=O)(=O)c1ccc2[nH]c(=O)oc2c1,3%,4%,0%,2%,0%,i,-3%,-7%
COc1ccccc1-c1n[nH]nc1C1=CC(=O)C[C@H](c2ccc(F)cc2)C1,-3%,22%,13%,29%,2%,-18%,-7%,0%
S=c1[nH]nc(Nc2cccc3ccccc23)s1,-5%,?,11%,7%,-17%,-3%,0%,-1%
CCCC(=O)N(Cc1cc2ccccc2[nH]c1=O)c1ccccc1OC,6%,-12%,5%,-3%,6%,15%[57.5 µM],15%,17%
CCOc1cc(S(=O)(=O)NCC2OCCc3ccccc32)c(OCC)cc1-n1cnnn1 (centres undefined),4%,-5%,8%,5%,10%,i,3%,3%
O=C(NCCN1CCOCC1)c1noc2c1CCc1ccccc1-2,1%,-19%,7%,16%,-11%,-31%[inhibitor][57.5 µM],3%,1%
COCCNC(=O)c1ccc(C)c(NC(=O)C2=C(C)OCCS2)c1,-7%,-16%,4%,27%,-4%,?,12%,-9%
Cc1cc(F)cc(-c2cc(C(=O)NCc3ccc(C(F)(F)F)cc3)[nH]n2)c1,-16%,3%,2%,-8%,-15%,-6%,-10%,0%
O=C(CC(c1ccc(F)cc1)c1ccco1)N1CCCC1 (centres undefined),0%,19%,1%,23%,-1%,i,5%,0%
CCOC(=O)c1cnc2ccc(OCC)cc2c1NCc1ccccc1OC,-19%,14%,-4%,12%,-26%,-96%[inhibitor],-10%,3%
CCCCC(CCC(=O)Nc1ccccc1C(=O)OCC)C(=O)O (centres undefined),7%,13%,2%,12%,9%,7%,9%,0%
CCN(CC)CCN(C(=O)CCS(=O)(=O)c1ccccc1)c1nc2c(C)cc(C)cc2s1,-13%,-19%,-4%,/,-17%,-14%,1%,2%
COc1ccc(C(=O)OCC(=O)Nc2ccc([N+](=O)[O-])cc2OC)c(O)c1,1%,-9%,6%,17%,6%,i,4%,20%
CCOC(=O)CN(C(=O)COc1nc(C)cc(C)c1C#N)c1ccc(F)cc1,-2%,-25%,11%,38%,?,i,-6%,-1%
CCOC(=O)N1CCN(CC(O)COc2c(C)cc(C)cc2C)CC1 (centres undefined),1%,4%,12%,-17%,0%,-27%,6%,-5%
COc1ccc(OC)c(NC(=O)NCCc2cccc(Cl)c2)c1,-4%,-13%[0.397 µM],3%,-2%,-7%,i,-5%,-4%
CCOc1ccc(C(=O)CCC(=O)NC(CC(C)C)C(=O)OC)cc1 (centres undefined),-2%,-1%,1%,18%,2%,i,-5%,11%
CCCCn1c(N)c(N(CCC(C)C)C(=O)C2CCN(C(=O)c3ccccc3C)CC2)c(=O)[nH]c1=O,-4%,?,-2%,20%,17%,-6%,10%,-7%
CN(C)c1cccc(C(=O)N(C)C2CCCN(Cc3ccccc3F)C2)c1 (centres undefined),-10%,13%,-3%,-18%,-2%,-3%,11%,-3%
CN(CCCC(=O)N1CCCC(C(N)=O)C1)S(=O)(=O)c1ccc(F)cc1 (centres undefined),0%,-18%,6%,8%,-8%,i,2%,-3%

# Given as tab-separated lines: 5 of the compounds above.
SMILES	EPAC1 ag	TDP-43 yeast inh	EPAC2 ag	FUS yeast rescue	EPAC1 antag	PTHR1 ag	EPAC2 antagonist	aSyn rescue
CCOc1cc(S(=O)(=O)NCC2OCCc3ccccc32)c(OCC)cc1-n1cnnn1 (centres undefined)	4%	-5%	8%	5%	10%	i	3%	3%
CN(C)c1cccc(C(=O)N(C)C2CCCN(Cc3ccccc3F)C2)c1 (centres undefined)	-10%	13%	-3%	-18%	-2%	-3%	11%	-3%
CCOc1ccc(C(=O)CCC(=O)NC(CC(C)C)C(=O)OC)cc1 (centres undefined)	-2%	-1%	1%	18%	2%	i	-5%	11%
COCCNC(=O)c1ccc(C)c(NC(=O)C2=C(C)OCCS2)c1	-7%	-16%	4%	27%	-4%	?	12%	-9%
CCCCC(CCC(=O)Nc1ccccc1C(=O)OCC)C(=O)O (centres undefined)	7%	13%	2%	12%	9%	7%	9%	0%

# Next section
SMILES,EPAC1 ag,TDP-43 yeast inh,EPAC2 ag,FUS yeast rescue,EPAC1 antag,PTHR1 ag,EPAC2 antagonist,aSyn rescue
CCn1c2ccc(F)cc2c2nnc(NN)nc21,-3%,18%,-5%,/,12%,i,25%,6%
O=C(NCCN1C(=O)S/C(=C/c2cccnc2)C1=O)C1=NN(c2ccccc2)C(=O)CC1,12%,6%,10%,7%,-4%,i,9%,3%
COc1ccc(/C=N/N(c2ccccc2)c2ccccc2)cc1O,?,?,20%,15%,-18%,-11%,-28%,1%
O=C(CN1C(=O)NC2(CCOc3ccccc32)C1=O)c1cccs1 (centres undefined),-6%,-5%,0%,5%,-7%,-23%,2%,6%
O=C(NCCCN1CCOCC1)c1onc(CSc2ccccn2)c1C(=O)NCCCN1CCOCC1,10%,16%,4%,-8%,2%,-13%,3%,0%
Cc1ccc(S(=O)(=O)N2CCC[C@H]2C(=O)OCc2cc(=O)oc3cc(C)ccc23)cc1,5%,0%,6%,13%,1%,i,-13%,4%
Cc1cnc2c(c1)C(=O)c1ccccc1-2,-5%,24%,8%,-32%,-3%,i,6%,9%
Cc1nn(C)c(Oc2ccccc2)c1CCNS(=O)(=O)c1ccccc1,2%,1%,11%,17%,-18%,-12%[57.5 µM],-6%,6%
O=C(COC(=O)CNC(=O)c1ccco1)Nc1ncc(Cl)cc1Cl,-4%,12%,10%,-7%,10%,-24%,3%,-1%
O=C(CN1CCc2ccccc21)NN1CC(=O)N(c2ccc(Cl)cc2)CC1=O,0%,-8%,0%,27%,17%,i,4%,-4%
Cc1cccc(NC(=O)Nc2ccc(F)cc2)n1,-9%,27%&28%,-4%,-7%&-33%,-3%,-74%&-78%[inhibitor],2%,1%
Cc1nn(Cc2ccccc2)c(Cl)c1C(=O)OCc1nnc(-c2ccc(Cl)cc2)o1,8%,13%,2%,22%,?,-17%,-3%,9%
Cc1cc(C)c(-c2csc(NC(=O)/C=C/c3cccs3)n2)c(C)c1,19%,10%,4%,-4%,-4%,-13%,-10%,-14%
COc1cccc(CC(NC(C)=O)C(=O)NC2CCN(S(=O)(=O)c3ccc(C)cc3)CC2)c1OC (centres undefined),2%,-9%,-1%,-6%,8%,i,-2%,-2%
O=C(NCN1C(=O)C2C3C=CC(C3)C2C1=O)Nc1nccs1 (centres undefined),-11%,-4%,12%,-55%[inhibitor],-5%,-17%[57.5 µM],-11%,-5%
COc1ccc(OC)c(-c2cc(C3CCN(c4ncccc4[N+](=O)[O-])CC3)[nH]n2)c1,9%,?,13%,?,2%,-13%[57.5 µM],5%,?
COc1cc(C(=O)OCC(=O)Nc2ccc(C)cc2)cc(OC)c1OC,7%,-7%,3%,6%,-8%,-20%,1%,-1%
CCN(CC)CCC(O)(c1ccccc1)C1CCCCC1 (centres undefined),15%,0%,10%,-11%,-17%,-15%,1%,0%
COc1ccc(CCNS(=O)(=O)c2ccc([N+](=O)[O-])cc2)cc1OC,12%,6%,7%,8%,-4%,-11%,-4%,1%
COc1ccc2c(c1)C(c1ccc(Cl)cc1)NC(=O)C2 (centres undefined),-4%,23%,8%,-2%,-5%,-20%,?,3%
CC(=O)Nc1ccc(/C(C)=N/Nc2nc(Nc3ccccc3)nc(N3CCOCC3)n2)cc1,3%,?,-1%,43%,0%,-28%,1%,3%
COc1ccc(Cl)cc1NC(=O)C[n+]1ccccc1,4%,2%,4%,2%,9%,-1%,-1%,0%
Cc1ccc(C(=O)NNC(=O)OC(C)(C)C)c(Cl)c1,12%,3%,-3%,8%,-9%,i,4%,0%
O=C(CSc1ccc(Cl)cc1)N1CCOCC1,11%,4%,-6%,17%,-4%,-3%[57.5 µM],-1%,-1%
COC(=O)c1cccc(NC(=S)Nc2cccc(Cl)c2Cl)c1,-3%,18µM*,5%,5%,-12%,-6%,1%,4%
Nc1c(Cl)ncnc1N/N=C/c1cccc(O)c1,-5%,-5%,12%,7%,12%,-4%,-25%,-1%
CN(C)c1ccc(N=Cc2nc(-c3ccccc3)oc2OC(=O)c2cccc(Br)c2)cc1,1%,0%,?,-3%,18%,-24%,21%,11%
CN(CC(=O)Oc1ccc(-c2nnco2)cc1)S(=O)(=O)c1ccc(F)cc1,7%,-21%,8%,4%,10%,i,7%,3%
COc1cc(OC)c2c(c1)C(=O)OC2OC (centres undefined),-11%,7%,1%,-17%,-9%,-12%,0%,4%
O=C(Nc1cccnc1)c1cc(-c2ccc(Br)cc2)nc2ccccc12,16%,?,16%,35%,1%,-13%,-12%,-12%
COc1ccc(-c2nc(CN3CCCCC3c3cccnc3)c(C)o2)c(F)c1 (centres undefined),-3%,-11%[9.22 µM],3%,29%,-15%,i,-13%,1%
CCOC(=O)COn1c(=O)c(-c2ccc(F)cc2)[n+]([O-])c2ccccc21,10%,-6%,15%,-32%,3%,i,-2%,-3%
CCn1c(SCC(=O)N2CCCC2)nc2c1c(=O)n(C)c(=O)n2C,9%,-31%[inhibitor],2%,34%,0%,i,-3%,0%
CCCS(=O)(=O)N1CCC(C(=O)NCCCOCC)CC1,-5%,1%,-4%,10%,-4%,-22%[57.5 µM],-1%,6%
Cc1ccc(Cn2nc(C)cc2C(=O)Nc2ccccc2Cl)cc1,0%,0%,3%,18%,-10%,-15%,-1%,1%
Cc1cccc(CC2CC(=O)N(CCc3ccc4c(c3)OCO4)C2=O)c1 (centres undefined),2%,?,20%,9%,-18%,i,12%,2%
O=C(NCc1cccc(Cl)c1)c1cccc(S(=O)(=O)N2CCCCC2)c1,15%,8%,8%,-8%,-20%,-25%,-9%,-2%
Cn1ccnc1SCC(=O)Nc1cc(C(F)(F)F)ccc1N1CCOCC1,-2%,-15%,9%,8%,-4%,i,-1%,-2%
CCOc1ccc(C(=O)Nc2ccc3[nH]ncc3c2)cc1,-15%,0%,-7%,-12%,3%,-46%,-5%,0%
O=C(O)CCCNS(=O)(=O)c1ccccc1,6%,-15%,9%,13%,14%,-4%[57.5 µM],-2%,-1%
CN1CCN(C(=O)CC23CC4CC(CC(C4)C2)C3)CC1,1%,-12%,-9%,7%,2%,-7%,0%,-2%

# Record cards, as listed above. Values in the order: EPAC1 ag	TDP-43 yeast inh	EPAC2 ag	FUS yeast rescue	EPAC1 antag	PTHR1 ag	EPAC2 antagonist	aSyn rescue
# CCCS(=O)(=O)N1CCC(C(=O)NCCCOCC)CC1 across the screens: -5%	1%	-4%	10%	-4%	-22%[57.5 µM]	-1%	6%
# Cc1cccc(CC2CC(=O)N(CCc3ccc4c(c3)OCO4)C2=O)c1 (centres undefined) across the screens: 2%	?	20%	9%	-18%	i	12%	2%

# Screening data from PubChem.
